LYP inhibition: inhibition of human PTPN22 tyrosine phosphatase – biochemical, DiFMUP fluorescence, recombinant catalytic domain, 10 µM, primary screen (AID 606); recombinant LYP catalytic domain, DiFMUP fluorescence; higher % means a stronger effect; inhibition, % at 10 µM; hits with a dose series show IC50 in µM; 52,000 tested, under 10 active;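 active = IC50 under 40 µM in the dose-response test; inactive = IC50 of 40 µM or more, or never dose-tested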
HPDE-C7 viability: HPDE-C7 pancreatic duct cell viability loss – fluorescence, HTS (AID 430); HPDE-C7 pancreatic duct cells viability, fluorescence; higher % means a stronger effect; cytotoxicity, % at 10 µM, or EC50 in µM where a hit was titrated; 63,000 compounds, 1.8% hits;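 note: cells exposed to compound for 48 hours before viability readout; 0% = vehicle and 100% = reference cytotoxic drug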
Spn PMK inh: blocks S. pneumoniae phosphomevalonate kinase. inhibition, % at 10 µM. purified PMK, PK/LDH-coupled NADH absorbance 340 nm. 65,000 compounds, 0.49% hits;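 active = top-ranked compounds by inhibition in the single 10 µM screen, taking a fixed number of the strongest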;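 note: 0% = full reaction with DMSO carrier and 100% = background rate without enzyme reaction; no value below 0 was filed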
HPDE-C7K KRASV12: viability loss of HPDE-C7K cells – cell-based, fluorescence, HTS, primary screen (AID 431) | HPDE-C7K KRASV12 cells, Alamar Blue viability, 48 h; higher % means a stronger effect | cytotoxicity, % at 10 µM, or EC50 in µM where a hit was titrated | 63,000 compounds, 1.7% hits;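 active = compounds whose percent cytotoxicity in the single-dose primary screen, scaled between solvent and toxic-drug controls, exceeds 50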;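 note: 0% = DMSO solvent wells and 100% = doxorubicin-treated wells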
Alkaline phosphatase: inhibition of tissue-nonspecific alkaline phosphatase – biochemical, luminescent (AID 518). purified TNAP enzyme, luminescent substrate readout; higher % means a stronger effect. inhibition, % at 20 µM; hits with a dose series show IC50 in µM. 64,000 compounds, 0.09% hits; in the data active = a potency from the dose series; inactive = the rest, 99 in 100 with inhibition below about 22%;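 note: plate controls were vehicle for no effect and reference inhibitor for full effect; many of its hits are not listed in these tables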
Spn DPM-DC inh: blocks S. pneumoniae diphosphomevalonate decarboxylase. purified DPM-DC, PK/LDH coupled NADH fluorescence. calls only at 10 µM. 65,000 compounds, 0.49% hits. AID 556;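 active = the 320 compounds with the highest percent inhibition in the single-dose primary screen, excluding strongly autofluorescent ones, cut at about 32% in these data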;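 note: kinetic rate of NADH fluorescence loss reporting ADP formed by the decarboxylase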
Spn MK inh: S. pneumoniae mevalonate kinase inhibition; purified MK, PK/LDH-coupled NADH absorbance 340 nm; inhibition, % at 10 µM; 65,000 compounds, 0.48% hits;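 active = ranked among the strongest by inhibition in the single 10 µM screen, a fixed top-ranked set picked for dose follow-up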; note: no value below 0 was filed
Bfl-1 inhibitors: Bfl-1 inhibitors, primary screen, biochemical, fluorescence polarization, FITC-Bid, mouse (AID 432) | FITC-Bid BH3 peptide fluorescence polarization displacement; higher % means a stronger effect | one-dose displacement, % at 20 µM; IC50 in µM for titrated hits | 64,000 compounds, 0.02% hits; in the data active = a potency from the dose series; inactive = the rest, 99 in 100 with displacement below about 15%; note: strong numbers were not always called active
HT1080 viability: HT1080 cell viability loss – fluorescence readout (AID 620); HT1080 viability, fluorescence; higher % means a stronger effect; cytotoxicity, % at 10 µM; hits with a dose series show EC50 in µM; 87,000 compounds, 0.42% hits;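 note: cells exposed to compound overnight then 4 h with Alamar Blue; 0% = vehicle DMSO and 100% = killing control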
Spn PMK inh pilot replicates: second read-out of Spn PMK inh, no call of its own (marks repeat the call); inhibition, %; measured here: pilot screen replicates
Spn MK inh pilot replicates: also measured in Spn MK inh; calls as there; inhibition, %; measured here: pilot screen replicates
Spn DPM-DC inh pilot screen %: also measured in Spn DPM-DC inh; calls as there; inhibition, %; measured here: pilot screen trials
* = called active by the depositor; i = inactive; / = no result given. Cut-off read from the data, not from the text of the source, unless noted: active = cytotoxicity above about 50%; inactive = the rest.

SMILES	LYP inhibition	HPDE-C7 viability	Spn PMK inh	HPDE-C7K KRASV12	Alkaline phosphatase	Spn DPM-DC inh	Spn MK inh	Bfl-1 inhibitors	HT1080 viability	others
Cc1nn(Cc2ccccc2)c(C)c1NC(=O)c1cc(-c2ccc3c(c2)OCO3)on1	2%	4%	15	-2%	-2%	i	7	0%	9%
Cc1cc(C)n2nc(SC3CCCCN(C(=O)c4ccc(F)cc4)C3=O)nc2n1 (stereo not drawn)	12%	2%	5	10%	6%	i	0	1%	-8%
C=C(C)Cn1c(SCC)nc2ccccc2c1=O	6%	-25%	3	-32%	13%	i	11	-4%	-6%	Spn PMK inh pilot replicates=0.0;Spn MK inh pilot replicates=1.0;Spn DPM-DC inh pilot screen %=0.0
CC(C)CCNC(=O)C1CCCN(S(=O)(=O)c2ccc(F)cc2)C1 (stereo not drawn)	6%	-12%	4	-5%	11%	i	5	-9%	-2%
CC1CC(C)CN(c2nc3c(c(=O)n(C)c(=O)n3C)n2C)C1 (stereo not drawn)	3%	2%	5	-2%	9%	i	6	-4%	/
O=C(Nc1ccccc1C(=O)N1CCN(c2ccccc2)CC1)c1ccco1	5%	-12%	0	7%	12%	i	12	-3%	8%	Spn PMK inh pilot replicates=2.0;Spn MK inh pilot replicates=3.0;Spn DPM-DC inh pilot screen %=0.0
Cc1[nH]nc2c1C(c1cccnc1)N(c1ccc(Br)cc1)C2=O (stereo not drawn)	-5%	/	0	/	/	i	3	/	1%
Nc1nc(SCc2ccccc2)[nH]c(=O)c1-c1ccccc1	4%	-22%	0	-14%	8%	i	8	-10%	-1%
COc1ccccc1OCC(O)Cn1c(=N)n(Cc2ccccc2)c2ccccc21 (stereo not drawn)	-6%	/	5	/	/	i	7	/	12%
CC1CCN(S(=O)(=O)c2ccc3[nH]c(=O)c(=O)[nH]c3c2)CC1	23%	-9%	12	-8%	7%	i	0	5%	3%

2 records picked at random from the list so far:
SMILES	LYP inhibition	HPDE-C7 viability	Spn PMK inh	HPDE-C7K KRASV12	Alkaline phosphatase	Spn DPM-DC inh	Spn MK inh	Bfl-1 inhibitors	HT1080 viability	others
Nc1nc(SCc2ccccc2)[nH]c(=O)c1-c1ccccc1	4%	-22%	0	-14%	8%	i	8	-10%	-1%
COc1ccccc1OCC(O)Cn1c(=N)n(Cc2ccccc2)c2ccccc21 (stereo not drawn)	-6%	/	5	/	/	i	7	/	12%

Further records:
SMILES	LYP inhibition	HPDE-C7 viability	Spn PMK inh	HPDE-C7K KRASV12	Alkaline phosphatase	Spn DPM-DC inh	Spn MK inh	Bfl-1 inhibitors	HT1080 viability	others
NC(=O)Cn1c(S(=O)(=O)Cc2ccccc2)nc2ccccc21	13%	/	8	/	/	i	7	/	7%
CCSc1nnc(NC(=O)C2CC=CCC2C(=O)O)s1 (stereo not drawn)	11%	3%	0	-11%	4%	i	8	5%	/
COc1ccc(-c2nc(CS(=O)(=O)CC(=O)Nc3ccc(Cl)cc3)c(C)o2)cc1	9%	-7%	2	4%	8%	i	0	-4%	-6%
COc1ccc(NC(=O)CN(c2ccc(C)cc2)S(C)(=O)=O)c(OC)c1	/	-37%	0	-17%	6%	i	4	-3%	0%	Spn PMK inh pilot replicates=4.5;Spn MK inh pilot replicates=0.0;Spn DPM-DC inh pilot screen %=4.5
CCS(=O)(=O)Nc1ccc2c(c1)N(C(C)=O)c1ccccc1CC2	6%	-12%	9	-19%	6%	i	0	-1%	-7%
COc1ccc(CNc2nc3nc(-c4ccccc4)cc(=O)n3[nH]2)cc1OC	8%	-1%	6	-2%	9%	i	5	-1%	-6%
CCOC(=O)c1sc(NC(=O)CSc2nc(-c3ccco3)cc(C(F)(F)F)n2)c(C#N)c1C	5%	1%	12	2%	10%	i	7	-4%	4%
COc1ccccc1-n1c(SCC(=O)N2CCCC2)nc2cccnc21	/	-4%	11	3%	8%	i	0	1%	0%
CCOC(=O)N1CCC2(CC1)CC(=O)c1c(ccc3oc(C(=O)O)c(C)c13)O2	17%	-13%	10	11%	10%	/	9	-10%	-3%	Spn PMK inh pilot replicates=2.0;Spn MK inh pilot replicates=4.0
COC(=O)c1ccccc1NC(=O)CSc1ccccn1	/	-9%	10	-10%	12%	i	6	3%	0%
O=C(c1cc(-c2ccc3c(c2)OCO3)on1)N1CCN(c2ccc(F)cc2)CC1	9%	-1%	13	2%	5%	i	4	1%	-2%
O=C(COc1ccccc1)c1cn(CC(=O)N2CCOCC2)c2ccccc12	5%	-6%	3	2%	1%	i	4	2%	14%
CCC(C)C(=O)Nc1cc(OC)c(OC)cc1C(=O)O (stereo not drawn)	10%	1%	4	-7%	3%	i	1	0%	5%
COc1cc(C(=O)N2CCC(NC(=O)C(Cc3ccccc3)NC(C)=O)CC2)cc(OC)c1OC (stereo not drawn)	/	-15%	9	-6%	11%	i	7	-2%	-2%
CCOC(=O)c1cc2occc2n1CC(=O)NC1CCCCC1C (stereo not drawn)	/	-9%	13	-1%	0%	i	3	3%	25%
C=CCSc1nnc(NC(=O)CSc2ccccn2)s1	0%	-5%	12	1%	11%	i	14	-4%	2%
COc1cccc(C(=O)Nc2nc(-c3ccc(S(=O)(=O)N4CCOCC4)cc3)cs2)c1	11%	12%	1	0%	5%	i	2	8%	2%
CCn1c2ccccc2c2cc(CN3CCN(C(=O)c4ccco4)CC3)ccc21	14%	-25%	30*	-16%	14%	i	54*	-6%	-1%
CC(=O)c1c(N2CCOCC2)nc(=S)n(Cc2ccccc2)c1C	4%	2%	10	-2%	5%	i	11	2%	-3%
CC(=O)Nc1cnc2ccccc2n1	-11%	-6%	0	-14%	7%	i	5	2%	-14%
COc1ccccc1OCCSc1nnc(C)n1-c1ccccc1	4%	-4%	11	8%	6%	i	12	9%	/
CCOC(=O)N1CCN(C(=O)c2cnn3c(C)c(Cc4ccc(C)cc4)c(C)nc23)CC1	10%	-6%	15	-4%	4%	/	3	3%	2%
CC(C)CC(OC(=O)c1cccs1)C(=O)NCc1cccs1 (stereo not drawn)	/	-14%	21	4%	12%	i	0	4%	2%
COc1ccc(C(=O)Nc2ccc(-c3ccc(C)o3)cc2)cc1S(=O)(=O)N1CCOCC1	/	-4%	8	2%	4%	i	5	-5%	3%
CCCC(=O)Nc1c2c(nn1-c1ccc(C)cc1C)CSC2	9%	-3%	14	8%	10%	i	13	1%	6%
Cc1nc(SCCO)c2oc3ccccc3c2n1	7%	-12%	7	-6%	10%	i	10	0%	-6%
CCSc1nnc(NC(=O)Cc2ccc(OC)c(S(=O)(=O)N3CCOCC3)c2)s1	/	2%	20	6%	14%	i	0	-4%	-9%
Cc1sc2nc(-c3ccco3)oc(=O)c2c1C	8%	13%	3	5%	11%	i	1	-7%	-5%
COc1ccccc1CN(Cc1ccco1)S(=O)(=O)c1ccc(-n2cnnn2)c(OC)c1	10%	19%	2	21%	11%	i	4	2%	3%
O=C1C2=C(c3ccccc31)[N+](=O)[C@@H]1CCCC[C@@H]1N2[O-]	11%	-5%	7	-12%	8%	i	10	4%	22%
COc1ccccc1NC(=O)N(Cc1ccccc1)c1ccccn1	8%	-8%	5	0%	12%	i	3	-1%	2%	Spn PMK inh pilot replicates=1.5;Spn MK inh pilot replicates=1.0;Spn DPM-DC inh pilot screen %=0.0
Cc1ccnc(NC(=O)Nc2ccc3c(c2)N(C)C(=O)CS3)c1	20%	-9%	0	-5%	14%	i	7	1%	/
Cc1ccc2c(c1)c1c(n2C)C(C(N)=O)CCC1 (stereo not drawn)	8%	-6%	0	-7%	3%	i	0	4%	-4%
O=C(COC(=O)c1cncc(Br)c1)NCCC1=CCCCC1	/	-15%	6	-15%	7%	i	8	0%	1%	Spn PMK inh pilot replicates=3.5;Spn MK inh pilot replicates=0.5;Spn DPM-DC inh pilot screen %=1.5
COc1ccc(OC)c(CCNC(=O)CS(=O)(=O)Cc2nc(-c3ccccc3C)oc2C)c1	/	14%	7	11%	6%	i	2	0%	-3%
Cn1c(=O)c2c(ncn2CC(=O)Nc2nnc(Cc3ccccc3)s2)n(C)c1=O	5%	-9%	6	-6%	6%	i	4	3%	5%
CC(C)(C)C(=O)CN1CCN(S(=O)(=O)c2ccc(F)cc2)CC1	/	0%	6	4%	-6%	i	5	-4%	-1%
CCC(C)c1ccc(O)c(NC(=O)c2cccnc2)c1 (stereo not drawn)	-4%	0%	6	-14%	4%	i	0	0%	0%
COc1ccc(-c2ccc(CCC(=O)O)n2NC(=O)c2cccs2)cc1	1%	0%	0	-15%	12%	i	3	-3%	3%	Spn PMK inh pilot replicates=2.5;Spn MK inh pilot replicates=1.5;Spn DPM-DC inh pilot screen %=2.5
COC(=O)c1cn(CC(=O)NCc2cccs2)c2ccccc12	6%	-2%	15	2%	8%	i	7	-6%	-2%
C=CCn1c(SCc2nc3ccccc3[nH]2)nnc1-c1ccncc1	6%	-29%	5	-37%	7%	i	2	-4%	8%
CCN1CCN(c2ncc(C(=O)Nc3cc(Cl)ccc3OC)c3ccccc23)CC1	-1%	82%*	10	75%*	6%	i	3	-1%	8%

In the list so far, twelve contain an aryl thioether with sulfur outside any ring:
SMILES	LYP inhibition	HPDE-C7 viability	Spn PMK inh	HPDE-C7K KRASV12	Alkaline phosphatase	Spn DPM-DC inh	Spn MK inh	Bfl-1 inhibitors	HT1080 viability	others
Cc1cc(C)n2nc(SC3CCCCN(C(=O)c4ccc(F)cc4)C3=O)nc2n1 (stereo not drawn)	12%	2%	5	10%	6%	i	0	1%	-8%
C=C(C)Cn1c(SCC)nc2ccccc2c1=O	6%	-25%	3	-32%	13%	i	11	-4%	-6%	Spn PMK inh pilot replicates=0.0;Spn MK inh pilot replicates=1.0;Spn DPM-DC inh pilot screen %=0.0
Nc1nc(SCc2ccccc2)[nH]c(=O)c1-c1ccccc1	4%	-22%	0	-14%	8%	i	8	-10%	-1%
CCSc1nnc(NC(=O)C2CC=CCC2C(=O)O)s1 (stereo not drawn)	11%	3%	0	-11%	4%	i	8	5%	/
CCOC(=O)c1sc(NC(=O)CSc2nc(-c3ccco3)cc(C(F)(F)F)n2)c(C#N)c1C	5%	1%	12	2%	10%	i	7	-4%	4%
COc1ccccc1-n1c(SCC(=O)N2CCCC2)nc2cccnc21	/	-4%	11	3%	8%	i	0	1%	0%
COC(=O)c1ccccc1NC(=O)CSc1ccccn1	/	-9%	10	-10%	12%	i	6	3%	0%
C=CCSc1nnc(NC(=O)CSc2ccccn2)s1	0%	-5%	12	1%	11%	i	14	-4%	2%
COc1ccccc1OCCSc1nnc(C)n1-c1ccccc1	4%	-4%	11	8%	6%	i	12	9%	/
Cc1nc(SCCO)c2oc3ccccc3c2n1	7%	-12%	7	-6%	10%	i	10	0%	-6%
CCSc1nnc(NC(=O)Cc2ccc(OC)c(S(=O)(=O)N3CCOCC3)c2)s1	/	2%	20	6%	14%	i	0	-4%	-9%
C=CCn1c(SCc2nc3ccccc3[nH]2)nnc1-c1ccncc1	6%	-29%	5	-37%	7%	i	2	-4%	8%

Source: PubChem BioAssay (several laboratories)
